High-throughput results as filed in PubChem BioAssay.
Pol beta inh: qHTS Assay for Inhibitors of DNA Polymerase Beta. 340,000 tested, 1.3% active. Potency, µM (titrated, usually from 114 µM), inactives show at the top dose activity change, negative = inhibition, usual class: inhibitors. Pol beta primer extension/strand displacement, fluorescence kinetic. AID 485314, 2010. P06746; further: potency means the concentration at half of the fitted maximal effect; on the % scale 0 is the no-effect control and ±100 the full control effect
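Preincubation: enzyme (10 nM) with compound, 15 min, RT. Reaction: substrate added to 50 nM final. Reads: 0 and 10 min. Analysis: normalized, Hill fit.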
ALOX12 inh: Primary qHTS assay for inhibitors of human arachidonate 12S-lipoxygenase (ALOX12): Round 2; purified 12hLO, xylenol orange hydroperoxide absorbance; Potency, µM (doses to about 108 µM), inactives show at the top dose activity change, negative = inhibition, actives largely listed as inhibitors; 580,000 tested, 1.1% active; AID 1671190, 2021; further: potency means the concentration at half of the fitted maximal effect; on the % scale 0 is the no-effect control and ±100 the full control effect
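Hydroperoxide product was detected by ferrous iron/xylenol orange as the 573 to 405 nm absorbance ratio. Arachidonic acid at 40 uM (final) was turned over for 30 min at room temperature by 150 nM human 12hLO, pH 7.0 Hepes buffer, after 15 min compound preincubation.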
POLK inh: qHTS for Inhibitors of Polymerase Kappa; 400,000 tested, 0.53% active; Potency, µM (titrated, usually from 107 µM), for the others: at the top dose activity, negative = inhibition, hits mostly inhibitors; AID 588579, 2011; DNA polymerase kappa (Homo sapiens), Q9UBT6; purified Pol kappa, fluorescent DNA synthesis assay, 10 min; further: potency means the concentration at half of the fitted maximal effect; on the % scale 0 is the no-effect control and ±100 the full control effect
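Here, compound and 10 nM enzyme are combined for 15 min at room temperature; adding 50 nM substrate (final) starts DNA synthesis, tracked by fluorescence at 0 and 10 min against buffer-only wells.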
Anesthetic bind: qHTS Assay for Identification of Novel General Anesthetics; apoferritin/1-aminoanthracene competitive binding, fluorescence; Potency, µM (top dose mostly 77.5 µM), for the others: at the top dose activity change, negative = displacement, usual class: inhibitors; 350,000 tested, 0.074% active; AID 485281, 2010; further: potency means the concentration at half of the fitted maximal effect; on the % scale 0 is the no-effect control and ±100 the full control effect; nearly all actives have a fitted effect of over 20% in size
Target sequence (P02791 2-175 limits assumed): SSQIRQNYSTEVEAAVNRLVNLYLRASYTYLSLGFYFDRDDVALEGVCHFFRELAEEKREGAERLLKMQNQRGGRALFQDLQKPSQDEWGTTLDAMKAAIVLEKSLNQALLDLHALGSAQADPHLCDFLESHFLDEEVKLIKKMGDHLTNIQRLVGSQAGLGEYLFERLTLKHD
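Horse-spleen apoferritin (10 uM) in 50% saturated 1-aminoanthracene in PBS was incubated 10 min at room temperature with compound. Fluorescence (ex 380, em 535 nm) was normalized to free and bound 1-AMA, with concentration-response fitted by a four-parameter Hill equation.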
APE1 inh: qHTS Assay for Inhibitors of the Human Apurinic/apyrimidinic Endonuclease 1 (APE1); DNA repair nuclease/redox regulator APEX1 (Homo sapiens), P27695; recombinant APE1, TAMRA/BHQ-2 abasic DNA cleavage fluorescence; Potency, µM (top dose mostly 65.8 µM), without a hit: at the highest dose activity change, negative = inhibition, hits mostly inhibitors; 350,000 tested, 0.35% active; AID 2517, 2012;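 further: potency means the concentration at half of the fitted maximal effect; plate controls were vehicle for no effect and reference inhibitor for full effect; nearly all actives have a fitted effect of over 55% in size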
Target sequence (P27695 whole entry, looked up): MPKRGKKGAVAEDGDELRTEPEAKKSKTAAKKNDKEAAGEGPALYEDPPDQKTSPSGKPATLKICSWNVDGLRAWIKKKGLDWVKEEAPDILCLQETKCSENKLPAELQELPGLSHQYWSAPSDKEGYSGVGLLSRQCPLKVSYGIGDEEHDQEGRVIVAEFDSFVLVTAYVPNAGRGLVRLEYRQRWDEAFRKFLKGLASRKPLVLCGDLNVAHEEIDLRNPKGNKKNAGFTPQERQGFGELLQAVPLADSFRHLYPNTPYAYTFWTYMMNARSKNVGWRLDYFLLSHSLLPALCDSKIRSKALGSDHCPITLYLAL
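Measures dequenching upon AP-site incision of a 5'-TAMRA/3'-BHQ-2 THF-containing duplex, 50 nM; human APE1 0.75 nM after 15 min room-temperature exposure to compound; kinetic three-point read at one-minute spacing.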
LDHA inh: qHTS assay for inhibitors of human lactate dehydrogenase | AID 1347041, 2019 | activity change, % (values are at about 110 or 230 µM) | purified LDHA, NADH/diaphorase-resazurin fluorescence; hits give low values | L-lactate dehydrogenase A chain (Homo sapiens), P00338 | 480,000 tested, 0.15% active; in the data active means activity change below about -30%; inconclusive means mostly about -25% to -30%;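 further: plate controls were DMSO wells for no effect and wells without enzyme for full effect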
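Enzyme activity of human lactate dehydrogenase 5 (2 nM; 0.06 mM NADH, 0.2 mM pyruvate, 5 min, RT) is measured via a resazurin/diaphorase fluorescence readout of residual NADH.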
Pol eta inh: qHTS for Inhibitors of Polymerase Eta | recombinant Pol eta, fluorescent DNA replication assay | Potency, µM (highest dose often 114 µM), for inactives: at the highest dose activity change, negative = inhibition, actives largely listed as inhibitors | 390,000 tested, 1.2% active | AID 588591, 2011; further: potency means the concentration at half of the fitted maximal effect; on the % scale 0 is the no-effect control and ±100 the full control effect
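Pol eta (10 nM) was preincubated with compounds for 15 min at room temperature, after which fluorescent replication substrate (50 nM final) was added to start the reaction. Fluorescence was read kinetically at 0 and 10 min.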
ERG Ets-DNA blk: qHTS for Small Molecule Inhibitors of the ERG Ets/DNA interaction. Transcriptional regulator ERG (Homo sapiens), P11308. fluorescence polarization, His-ERG Ets domain / labelled DNA. Potency, µM (highest dose often 76.9 µM), inactives show at the top dose FP activity, negative = inhibition, usual class: inhibitors. 370,000 tested, 0.028% active. AID 624246, 2012; active means well fitted inhibition curve with a large enough effect in the polarisation, with a control signal flat; inconclusive means small, poorly fitted or top-dose-only effect, or effect the other way, or a change in a side signal; inactive means no such curve, though single readings can be large or run the other way; the % refers to the polarisation;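 further: polarization taken with two DNA probes labelled with fluorescein and Texas red; potency means the concentration at half of the fitted maximal effect; % of control where 0% means no effect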
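His-tagged ERG Ets domain (1 uM in the protein solution; 300mM KCl, 50mM Tris-HCl, 1mM EDTA, 1mM DTT, pH 7.5) received compound, then a probe mix of 5 nM fluorescein-DNA and 100nM Texas-615-DNA. Fluorescence polarization was read for both dyes.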
RGS4 inh: Inhibitors of Regulator of G Protein Signaling (RGS) 4: qHTS; Transcreener GDP fluorescence polarization, RGS4-accelerated GTP hydrolysis; 390,000 tested, 0.039% active; Potency, µM (titrated, usually from 114 µM), inactives show at the highest dose activity change, negative = inhibition, usual class: inhibitors; Regulator of G-protein signaling 4 (Homo sapiens), P49798; further: potency means the concentration at half of the fitted maximal effect; on the % scale 0 is the no-effect control and ±100 the full control effect; nearly all actives have a fitted effect of over 75% in size; some results filed as inactive show a strong effect at the top dose
Target sequence (P49798 whole entry, looked up): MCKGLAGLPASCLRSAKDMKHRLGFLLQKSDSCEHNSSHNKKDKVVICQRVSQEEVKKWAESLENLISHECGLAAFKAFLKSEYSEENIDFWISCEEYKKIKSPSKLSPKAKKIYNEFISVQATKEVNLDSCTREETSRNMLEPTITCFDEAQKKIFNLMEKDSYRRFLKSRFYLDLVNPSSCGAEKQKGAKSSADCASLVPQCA
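MLSMR compounds (23 nl, pin-transferred) preincubated 10 min at room temperature with a 500nM (2x) first reagent, then RGS4 at 900nM (2x) plus Transcreener GDP mix added; fluorescence polarization (620/688 nm) read before and after 90 min at 30 °C.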
* = called active by the depositor; ? = inconclusive; nt = not tested or not shown; & = joins results of further samples; [ ] = another dose, or the depositor's remark. Unless noted, the call rests on the fitted dose curve; in most records, active means well fitted curve in the direction sought with a large enough effect; inconclusive means small, poorly fitted or top-dose-only effect, or another doubt; inactive means no such curve, though single readings can be large; an effect the other way counts as inactive or inconclusive. Only part of the results is shown; rates above refer to the full screens.

SMILES	Pol beta inh	ALOX12 inh	POLK inh	Anesthetic bind	APE1 inh	LDHA inh	Pol eta inh	ERG Ets-DNA blk	RGS4 inh
Clc1ccc2c(c1)-c1c(cnc3cc(-c4ccccc4)nn13)CO2	-1%	-16%	-2%	4%	nt	0	-20%	1%	11%
COc1cc(NC(=O)c2cnc(N)s2)cc(C(=O)Nc2cccc(C(F)(F)F)c2)c1	2%	-26%&0%	-12%	-21%	-5%	-4&0	-9%&-30%	15%	-23%
CCOc1ccc(NC(=O)N2CCN3CCCCC3C2)cc1 (centres undefined)	27%	1%	14%	4%	nt	2	-21%	9%	26%
Cc1c(NC(=S)NC(=O)c2sc3ccccc3c2Cl)cccc1C(=O)O	30%	?	-2%	-2%	-6%	-9	?	7%	-53%
Cc1ccccc1CCNC(=O)c1cc(C2CC2)nc2c1cnn2C(C)C	nt	0%	-1%	nt	0%	-1	-18%	-16%	-8%
Cc1cc(C)n(-c2nc(NCC(C)O)c3c4c(sc3n2)COC(C)(C)C4)n1 (centres undefined)	29%	12%	0%	3%	-1%	-1	4%	-6%	-13%
Cc1noc(C)c1NC(=O)Nc1ccc2c(c1)CC(=O)N([C@H](C)CO)C[C@@H](C)[C@H](CN(C)CC1CCCCC1)O2	nt	-5%	-10%	nt	-11%	-5	-10%	-4%	17%
CCOC(NC(=O)c1ccccc1)C(NC(=O)c1ccccc1)OCC (centres undefined)	-11%	-19%	-1%	20%	4%	-14	0%	6%	9%
N#Cc1ccccc1NC(=S)NC(=O)c1cccs1	9%	?	-3%	-9%	7%	-3	-1%	-1%	-49%
O=C1C(Cc2ccccc2)Nc2ncnc(N3CCCCC3)c2N1Cc1ccc(Br)cc1 (centres undefined)	nt	-15%&-21%	-11%	nt	-24%	-3&-3	-14%	-4%	3%
O=C(CCc1nc2ccccc2s1)N1CCN(S(=O)(=O)c2cccs2)CC1	12%	-20%	-7%	-15%	-2%	-3	-4%	-7%	-35%[56.9 µM]
CCCCn1cnc2c(c(CC#N)nn2-c2ccccc2)c1=N	nt	0%	-12%	nt	nt	-4	-17%	-6%	-15%
CCC(=O)Nc1ccc2c(c1)ncn2C	1%	-5%	-13%	-5%	-1%	-2	-11%	-4%	-38%
CNC(=O)Cn1c(C)cc(=O)c2cccc(OC)c21	6%	25%	-2%	6%	4%	0	-8%	0%	-12%
CC1CCCC(NC(=O)COC(=O)COc2cccc(F)c2)C1C (centres undefined)	nt	-15%	0%	nt	9%	-6	-8%	-11%	4%
CCOC(=O)N1CCC(N(C(=O)Nc2ccc(CC)cc2)C(C)CC)CC1 (centres undefined)	-1%	-8%	-7%	-18%	-1%	-3	-9%	3%	-1%
CCOc1cc(/C=C/C(=O)OCC(=O)NC2CCS(=O)(=O)C2)ccc1OCc1ccccc1 (centres undefined)	-17%	2%	-4%	-19%	6%	-7	1%	-2%	27%
CCCCSc1nnc(-c2ccc(C)cc2)o1	-6%	5%	-21%	-11%	3%	0	-12%	2%	38%
O=C(Nc1ccccc1-c1ccccc1)c1cccs1	-3%	14%	-7%	?	5%	0	-11%	-9%	?
COc1ccccc1NC(=O)C1CCCN1C(=O)NCc1ccccc1 (centres undefined)	22%	0%	-19%	-12%	-2%	2	6%	-3%	3%
O=C(O)C1CC=CCC1C(=O)Nc1ccccc1Cl (centres undefined)	?	1%	-12%	?	-2%	-2	1%	-2%	39%
CC(=O)c1ccc(Cc2cnc(N)s2)cc1	17%	1%	-6%	-8%	-8%	-6	1%	-1%	-37%
Cc1cc(OCC(=O)N2CCN(c3ccc(F)cc3)CC2)c2c(C)cc(=O)oc2c1	0%	8%	-12%	2%	25%	-6	-19%	-6%	?
CCCCn1c(SCC(=O)NC2CCS(=O)(=O)C2)nnc1-c1ccc(OC)cc1 (centres undefined)	nt	7%	0%	nt	19%	-3	-9%	nt	0%
Cc1c(C(=O)Nc2ccc(F)cc2F)oc2c1-c1nn(Cc3c(F)cccc3Cl)cc1CC2	32%	-17%	2%	?	nt	30	20%	1%	-4%
CCN(c1ccccc1)S(=O)(=O)c1nnc(NC(=O)CC(C)C)s1	-11%	40%[activator]	-2%	1%	11%	-11	8%	-3%	9%
Cc1ccc(NC(=S)NNC(=O)c2nn(C)c(C)c2Cl)cc1	8%	-22%	-1%	-19%	1%	3	-23%	-11%	-27%
COC(=O)C(N)Cc1ccc(Cl)cc1 (centres undefined)	1%[57.1 µM]	-18%	7%[60.1 µM]	nt	10%&-5%	-8	-13%	-4%	-3%[56.9 µM]
Cc1cc(C(=O)COc2nncc3ccccc23)c(C)n1C	14%	0%	-23%	-18%	-5%	4	-3%	9%	13%
Clc1ccc2c(c1)c1cc(Cl)ccc1n2CN1CCOCC1	8%	-9%	-24%	39%	?	-6	-12%	1%	7%[11.4 µM]
COc1ccc2c(CC(=O)NCc3ccc4c(c3)OCO4)coc2c1	18µM*	?	?	6%	-7%	4	50µM*	3%	7%
CCOC(=O)c1c(C)nc(SCC(N)=O)c(C#N)c1-c1ccccc1	24%	3%	-9%	1%	3%	-7	-17%	0%	6%
C(=NN=C(NN=Cc1cccs1)NN=Cc1cccs1)c1cccs1	nt	-12%	-3%	nt	nt	9	-6%	13%	-8%
O=C(Cn1c(=O)n(CC2CCC(C(=O)NCCc3ccccc3)CC2)c(=O)c2ccccc21)Nc1ccccc1 (centres undefined)	2%	-11%	-21%	-5%	nt	-3	-13%	24%	-4%
Cc1nn2c(=O)cc(COC(=O)c3cccc(NC(=O)c4ccc(C(C)(C)C)cc4)c3)nc2s1	-2%	-8%	-2%[60.1 µM]	?	nt	-8	-8%	6%	-11%
CCc1nnc(NS(=O)(=O)c2ccc(NC(=O)CCC(=O)O)cc2)s1	17%	-22%	-1%	-5%	9%	3	0%	6%	2%
COc1ccc(/C=N/NC(=O)c2cccnc2)cc1CSc1ccccn1	-6%	132%[activator]	-15%	-6%	2%	-1	4%	-13%	-13%
O=C(NCCC1CCCC1)C1CCC(=O)N(CCCN2CCCC2=O)C1 (centres undefined)	21%	0%	-6%	-9%	22%	-9	-1%	4%	27%
COc1ccc(-c2nc(N)c(C#N)c(-c3cccnc3)c2C)cc1	0%	13%	-15%	-4%	-1%	-4	-2%	11%	29%
CCNC(=S)Nc1cccc(NC(=O)c2ccccc2O)c1	-1%	?	-9%	-5%	-2%	-2	-28%	1%	0%
COC(=O)c1ccccc1NC(=O)CSc1nc2ccccc2nc1Cc1ccc(F)cc1	7%	-12%	-5%[60.1 µM]	-2%	nt	-2	14%	5%	0%
CCOc1cc(C(=O)Nc2ccccc2N2CCOCC2)ccc1OCC(=O)N1CCOCC1	nt	-2%	-1%	nt	-6%	1	-12%	1%	-15%
Cc1ccc(Cl)cc1N1CCN(C(=O)c2cc3ccc4cccnc4c3[nH]2)CC1	-12%	-9%	3%	50%[activator]	nt	5	-18%	9%	-16%

Molecules listed so far with a furan ring, fused or not (2):
SMILES	Pol beta inh	ALOX12 inh	POLK inh	Anesthetic bind	APE1 inh	LDHA inh	Pol eta inh	ERG Ets-DNA blk	RGS4 inh
Cc1c(C(=O)Nc2ccc(F)cc2F)oc2c1-c1nn(Cc3c(F)cccc3Cl)cc1CC2	32%	-17%	2%	?	nt	30	20%	1%	-4%
COc1ccc2c(CC(=O)NCc3ccc4c(c3)OCO4)coc2c1	18µM*	?	?	6%	-7%	4	50µM*	3%	7%

Six records drawn at random from the list so far, as already listed:
SMILES	Pol beta inh	ALOX12 inh	POLK inh	Anesthetic bind	APE1 inh	LDHA inh	Pol eta inh	ERG Ets-DNA blk	RGS4 inh
CCOC(=O)c1c(C)nc(SCC(N)=O)c(C#N)c1-c1ccccc1	24%	3%	-9%	1%	3%	-7	-17%	0%	6%
Cc1ccc(NC(=S)NNC(=O)c2nn(C)c(C)c2Cl)cc1	8%	-22%	-1%	-19%	1%	3	-23%	-11%	-27%
COC(=O)C(N)Cc1ccc(Cl)cc1 (centres undefined)	1%[57.1 µM]	-18%	7%[60.1 µM]	nt	10%&-5%	-8	-13%	-4%	-3%[56.9 µM]
O=C(Cn1c(=O)n(CC2CCC(C(=O)NCCc3ccccc3)CC2)c(=O)c2ccccc21)Nc1ccccc1 (centres undefined)	2%	-11%	-21%	-5%	nt	-3	-13%	24%	-4%
Clc1ccc2c(c1)c1cc(Cl)ccc1n2CN1CCOCC1	8%	-9%	-24%	39%	?	-6	-12%	1%	7%[11.4 µM]
Cc1c(C(=O)Nc2ccc(F)cc2F)oc2c1-c1nn(Cc3c(F)cccc3Cl)cc1CC2	32%	-17%	2%	?	nt	30	20%	1%	-4%
